# Screening results as filed in PubChem BioAssay.
# ELG1 genotoxic: qHTS screen for small molecules that induce genotoxicity in human embryonic kidney (HEK293T) cells expressing luciferase-tagged ELG1; HEK293T ELG1-luciferase reporter, luminescence, 16 h; Potency, µM (titrated, usually from 46 µM), for the others: at the highest dose activity change, positive = activation, hits mostly activators; 330,000 tested, 1.3% active; AID 504466, 2011; note: % of control where 0% means no effect; nearly all actives have a fitted effect of over 60% in size
#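 Luminescence read-out: rising ELG1-luciferase signal, reflecting elevated ELG1 protein under genetic stress, flags genotoxic compounds. Cells were treated for 16 hr at 37 °C before ONE-Glo detection.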
# NPC1 prom act: qHTS Assay for NPC1 Promoter Activators; 320,000 tested, 2.4% active; AID 485313, 2010; Huh7 NPC1 promoter luciferase reporter, 24 h; Potency, µM (series often up to 9.22 µM), without a hit: top-dose activation, most hits filed as activators;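 note: % of control where 0% means no effect; nearly all actives have a fitted effect of over 60% in size; reporter is driven by a mutant NPC1 promoter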
#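 Compounds in DMSO were transferred onto Huh7 NPC1-luciferase reporter cells pre-incubated 2 h; after 24 h at 37 °C, Amplite reagent was dispensed and luminescence recorded 10 min later.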
# uPA generation: qHTS for Inhibitors of Cell Surface uPA Generation | cell surface uPA generation assay, qHTS | Potency, µM (highest dose often 38.3 µM), inactives show top-dose activity change, negative = inhibition, most hits filed as inhibitors | 330,000 tested, 0.31% active | AID 540303, 2011; active = well fitted inhibition curve with a large enough effect; inconclusive = small, poorly fitted or top-dose-only effect; inactive = no such curve, though single readings can be large or run the other way; tested in mouse RAW 264.7 cells; note: % is set by controls: 0 for no effect and ±100 for the full control effect; nearly all actives have a fitted effect of over 55% in size
# MBNL1-CUG inh: qHTS Assay for Inhibitors of MBNL1-poly(CUG) RNA binding. AID 2675, 2010. 280,000 tested, 0.036% active. TR-FRET MBNL1-His/biotin-(CUG)12 binding, 665/545 ratio. Muscleblind-like protein 1 (Homo sapiens), Q9NR56. Potency, µM (top dose mostly 57.5 µM), for inactives: at the top dose activity change, negative = inhibition, most hits filed as inhibitors; active = well fitted inhibition curve with a large enough effect in the signal ratio, with a control signal flat, not every such curve was filed as active; inconclusive = small, poorly fitted or top-dose-only effect, or effect the other way, or a change in a side signal; inactive = no such curve, though single readings can be large or run the other way; the % refers to the signal ratio; note: % is set by controls: 0 for no effect and ±100 for the full control effect
# Target sequence (Q9NR56 whole entry, looked up): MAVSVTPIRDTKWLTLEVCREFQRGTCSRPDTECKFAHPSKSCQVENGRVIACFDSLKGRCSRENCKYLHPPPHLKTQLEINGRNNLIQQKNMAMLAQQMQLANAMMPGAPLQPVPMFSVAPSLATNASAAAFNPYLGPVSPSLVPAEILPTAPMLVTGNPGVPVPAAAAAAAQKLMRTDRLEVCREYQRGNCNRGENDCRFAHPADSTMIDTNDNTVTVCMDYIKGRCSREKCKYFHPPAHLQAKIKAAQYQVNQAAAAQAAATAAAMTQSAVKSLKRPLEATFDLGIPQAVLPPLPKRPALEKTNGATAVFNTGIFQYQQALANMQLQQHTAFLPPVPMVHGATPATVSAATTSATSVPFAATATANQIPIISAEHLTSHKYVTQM
#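 TR-FRET between His-tagged MBNL1 and biotin-(CUG)12 RNA, detected with Tb anti-His antibody (0.055 ng/ul) and streptavidin-XL665 (5 nM), 60 min at room temperature. Compounds titrated 92 nM to 58 uM; 665/545 nm ratio normalized to buffer and complex controls.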
# BRCA1 expr act: qHTS Assay to Identify Small Molecule Activators of BRCA1 Expression. MCF7-BRCA1-FFLuc reporter, luminescence, 48 h; response scale: scaled: vehicle 0%, 10 µM genistein 100%. Potency, µM (doses to about 46.1 µM), inactives show at the top dose activation, actives largely listed as activators. 380,000 tested, 1.1% active; note: nearly all actives have a fitted effect of over 80% in size; some results filed as inactive show a strong effect at the top dose
#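 Reporter cells (MCF7, BRCA1 promoter-firefly luciferase) received library compounds across a concentration series for 48 h. End-point luminescence was measured and concentration-effect curves derived after normalization.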
# Rab9 prom act: qHTS Assay for Rab9 Promoter Activators; AID 485297, 2010; 320,000 tested, 2.8% active; Potency, µM (doses to about 9.22 µM), for inactives: top-dose activation, negative = inhibition, hits mostly activators; Huh7 Rab9 promoter-luciferase reporter, luminescence, 24 h; note: % of control where 0% means no effect; nearly all actives have a fitted effect of over 60% in size
#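 Quantitative HTS format; Huh7 Rab9-luciferase reporter cells (1500/well) receive compound 2 h post-plating, incubate 24 h at 37 °C, then get luciferase reagent for 10 min before luminescence reading.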
# FLuc modulator: qHTS profiling assay for firefly luciferase inhibitor/activator using purifed enzyme and Km concentrations of substrates (counterscreen for miR-21 project); 360,000 tested, 6.9% active; Luciferin 4-monooxygenase (Photinus pyralis), P08659; purified FLuc, Km substrates, luminescence inhibition; Potency, µM (doses to about 57.5 µM), for inactives: top-dose activity change, negative = inhibition, usual class: inhibitors; AID 588342, 2011;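 note: plate controls were vehicle for no effect and reference inhibitor for full effect; nearly all actives have a fitted effect of over 55% in size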
# Target sequence (P08659 whole entry, looked up): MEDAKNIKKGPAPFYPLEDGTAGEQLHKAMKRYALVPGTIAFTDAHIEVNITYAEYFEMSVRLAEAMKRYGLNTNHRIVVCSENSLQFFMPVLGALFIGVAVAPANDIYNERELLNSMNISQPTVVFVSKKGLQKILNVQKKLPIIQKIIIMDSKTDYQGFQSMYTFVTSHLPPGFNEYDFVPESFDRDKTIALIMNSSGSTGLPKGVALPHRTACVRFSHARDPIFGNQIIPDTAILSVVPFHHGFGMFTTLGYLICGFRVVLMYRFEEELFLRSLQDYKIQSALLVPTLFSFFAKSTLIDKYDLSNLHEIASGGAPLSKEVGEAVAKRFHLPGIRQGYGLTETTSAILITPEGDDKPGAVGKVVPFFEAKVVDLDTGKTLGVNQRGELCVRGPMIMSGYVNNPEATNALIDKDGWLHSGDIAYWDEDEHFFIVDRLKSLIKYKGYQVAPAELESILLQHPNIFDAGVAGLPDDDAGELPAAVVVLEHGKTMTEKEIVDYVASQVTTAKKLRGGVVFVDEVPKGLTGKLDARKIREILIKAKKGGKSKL
#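 Purified P. pyralis luciferase (10nM final) with 10uM D-luciferin and 10uM ATP (Km levels) in 50mM Tris acetate pH 7.5, 10mM Mg acetate, 0.01% Tween-20, 0.05% BSA; qHTS 6-point titration, ~60 µM downward; luminescence read.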
# VP16 counter: VP16 counterscreen qHTS for inhibitors of ROR gamma transcriptional activity; 310,000 tested, 3.5% active; Drosophila S2 Gal4-VP16 UAS-luciferase, luminescence, 20 h; Potency, µM (highest dose often 53.6 µM), without a hit: at the top dose activity, negative = inhibition, most hits filed as inhibitors; AID 2546, 2010;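 note: Gal4-VP16 expression switched on by copper sulfate through the metallothionein promoter; % is set by controls: 0 for no effect and ±100 for the full control effect; nearly all actives have a fitted effect of over 50% in size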
# RORgamma inh: qHTS for inhibitors of ROR gamma transcriptional activity | Nuclear receptor ROR-gamma (Mus musculus), P51450 | Drosophila S2 Gal4-RORgamma UAS-luciferase reporter, 20 h | Potency, µM (top dose mostly 53.6 µM), without a hit: at the top dose activity change, negative = inhibition, usual class: inhibitors | 310,000 tested, 5.4% active | AID 2551, 2010; note: % is set by controls: 0 for no effect and ±100 for the full control effect; nearly all actives have a fitted effect of over 60% in size
#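 Luminescence from a UAS-regulated Photinus luciferase reporter in stably transfected Drosophila Schneider cells is measured; decreased signal marks ROR gamma inhibition. Fusion expression is induced by 700 uM copper sulfate for 20 hr.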
# p53 reactivator: qHTS assay for re-activators of p53 using a Luc reporter; H1299 p53-A138V BP100-luciferase reporter, luminescence, 24 h; Potency, µM (top dose mostly 92.2 µM), for inactives: top-dose activity change, positive = activation, actives largely listed as activators; 320,000 tested, 0.063% active; AID 504706, 2011; note: % of control where 0% means no effect; nearly all actives have a fitted effect of over 45% in size
#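 p53-null H1299 cells stably carrying temperature-sensitive p53-A138V and a BP100-luciferase reporter were pinned with compounds (4-point, 1:5 series) and held 24 hrs at 37 deg C. Luminescence was read 10 min after detection reagent.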
# * = called active by the depositor; u = inconclusive; x = no result given; & = joins results of further samples; [ ] = another dose, or the depositor's remark. Unless noted, calls come from the whole dose curve; as a rule, active = well fitted curve in the direction sought with a large enough effect; inconclusive = small, poorly fitted or top-dose-only effect, or another doubt; inactive = no such curve, though single readings can be large; an effect the other way counts as inactive or inconclusive. Potency is the fitted concentration of half-maximal effect.
# Screens in order – ELG1 genotoxic	NPC1 prom act	uPA generation	MBNL1-CUG inh	BRCA1 expr act	Rab9 prom act	FLuc modulator	VP16 counter	RORgamma inh	p53 reactivator
Cc1c(Cl)ccc(S(=O)(=O)NCCCn2ccnc2)c1Cl
    -1%	-5%	-6%	-1%	0%	1%	1%	x	x	x
C=C(C)c1cccc(C(C)(C)NC(=O)NC2CCN(Cc3ccccc3)CC2)c1
    -4%	-8%	0%	-4%	-37%	-1%	0%	-12%	-3%	-5%
O=S(=O)(NC1CCCCC1)c1cccc2nsnc12
    -1%	-4%	2%	u	0%	0%	2%	7%	4%	-2%
COc1ccc(C(=O)Nc2ccc3ccccc3c2)c(OC)c1
    2.1µM*	3.5µM*	0%	6%	-6%	u	0.85µM*	u	-35%	x
COc1ccc(-c2nnc(N3CCC(C)CC3)c3ccccc23)cc1
    1%	-2%	0%	4%	-10%	6%	-2%	-2%	-25%	1%
CNS(=O)(=O)c1ccc(CCC(=O)N2CCN(c3ccccc3OC)CC2)cc1
    -1%	2%	-7%	-8%	-9%	5%	-5%	5%	u	-43%
Cc1ccc(S(=O)(=O)NC(C(=O)Oc2ccc3c(C(F)(F)F)cc(=O)oc3c2)c2ccccc2)cc1 (stereo unspecified)
    -3%	1%	0%	31%[activator]	-3%	-3%	u	-35%	29%	-10%
OC(CN1CCOCC1)Cn1cnc2ccccc21 (stereo unspecified)
    2%	1%	6%	-10%	-38%	0%	0%	-8%	6%	-3%
COCCn1c(SCC(=O)Nc2ccc3[nH]c(=O)[nH]c3c2)nc2ccccc2c1=O
    6%	3%	0%	-9%	-3%	-4%	-3%	1%	0%	-5%
S=C(NCCCc1ccccc1)Nc1ccc(Cl)cc1
    -4%	1%	5%	-13%	-70%	3%	-13%	5µM*	4.5µM*	2%
COc1ccc(-c2nc(-c3ccc(O)cc3O)cs2)cc1OC
    u	16%	-13%	u	90%	u	11µM*	u	-44%	0%
CCN(CC)c1ccc(/C=N/NC(=O)c2ccco2)cc1
    5.8µM*	u	-5%	u	-34%	u	1.5µM*	u	14µM*	u
Cc1ccc(C(=O)NC(C)c2ccc(-n3ccnc3)cc2)cc1 (stereo unspecified)
    3%	0%	-1%	1%	-2%	5%	7%	-11%	10%	0%
COc1ccccc1NC(=O)c1ccccc1NS(=O)(=O)N1CCCC1
    -1%	0%	10%	-6%	-6%	-3%	-1%	-2%	-34%	9%
CC(C)c1ccc(S(=O)(=O)N2CCN(C(=O)Cc3ccsc3)CC2)cc1
    1%	-2%	-2%	x	-12%	0%	5%	x	x	-2%
O=C1Nc2ccc(C(F)(F)F)cc2N2CCCC12 (stereo unspecified)
    -3%	0%	x	-3%	x	0%	4%	-1%	0%	-5%
COC(=O)c1c(NC(=O)C(C)(C)C)csc1C
    -2%	2%	-1%	-4%	-23%	-2%	4%	1%	16%	-1%
CC(=C/c1ccccc1)/C=N/Nc1nc(N2CCOCC2)nc(N2CCOCC2)n1
    -3%	-4%	0%	x	-20%	-1%	7%	-6%	4%[10 µM]	-5%
O=C1CCCN1c1ccc(C(=O)N(Cc2nnc(-c3ccccc3Cl)o2)C2CC2)cc1
    -6%	10%	-1%	x	21%	-3%	u	x	x	-4%
CCOC(=O)c1c(C=O)c(C)n(Cc2ccccc2Cl)c1C
    -1%	-2%	-3%	-2%	1%	-3%	3%	4%	18%	-5%
CCN(CCCNC(=O)C1CCN(S(=O)(=O)CC)CC1)c1cccc(C)c1
    0%	-2%	6%	-7%	-12%	0%	-1%	-7%	17%	-3%
CSc1ncccc1C(=O)Nc1nnc(C2CC2)s1
    4%	1%	-3%	-8%	-4%	-1%	-17%	-4%	-44%	-1%
C=CCN1C(=O)N(c2ccc(F)cc2)C(=O)C1CC(=O)Nc1ccc(Cl)cc1 (stereo unspecified)
    -6%	0%	0%	3%	6%	0%	3%	-11%	38%	-8%
CCC1CCCCN1S(=O)(=O)c1ccc(S(=O)(=O)N(Cc2ccccn2)CC2CCCO2)cc1 (stereo unspecified)
    -9%	0%	-1%	x	-29%	-2%	-1%	-6%	3%[10 µM]	-5%
N#C/C(=C\c1ccccc1[N+](=O)[O-])C(=O)NC1CCCCC1
    -14%	-3%	-4%	x	-32%	-3%	-2%	8.9µM*	u	-13%
CC(=O)N1CCc2cc(S(=O)(=O)NCCC(=O)NCCc3ccc(C)cc3)ccc21
    -1%	-1%	-6%	3%	-40%	-7%	-2%	3.5µM*	u	-3%
COc1ccc(C(=O)NCCCCCCNC(=O)c2ccc(OC)cc2)cc1
    u	u	9%	-3%	45%	u	u	0%	-6%	12%
COc1ccc(N2CCN(Cc3cc(=O)oc4cc5c(cc34)CCCC5)CC2)cc1
    2%	-1%	2%	-1%	-10%	8%	2%	-3%	u	-4%
Cc1noc(C)c1S(=O)(=O)Nc1ccc2c(c1)C(=O)N([C@H](C)CO)C[C@H](C)[C@@H](CN(C)S(=O)(=O)c1ccccc1)O2
    4%	x	-2%	x	41%	x	x	x	x	-1%
CCc1ccc(Nc2n[n+](-c3ccccc3)c(-c3ccc(OCc4ccccc4)cc3)s2)cc1
    14%	-5%	u	112%[activator]	-81%	-4%	u	u	7.9µM*	x
Oc1ccc(-c2nc3c4c(ncn3n2)-c2ccccc2CC42CCCC2)cc1
    -19%	-3%	6%	x	-91%	-9%	2%	-6%	-5%	-12%
c1ccc(-c2nc3cnccn3c2Nc2ccc3c(c2)OCCO3)cc1
    1%	-1%	-2%	31%[activator]	-18%	9%	u	-8%	-4%	13%
CC1CCCCC1NC(=O)CCS(=O)(=O)c1ccc2c(c1)NC(=O)CO2 (stereo unspecified)
    1%	0%	-8%	0%	-10%	0%	0%	-7%	-16%	2%
Cc1ccc(S(=O)(=O)N2CCCOC2CNC(=O)C(=O)NCCN2CCOCC2)cc1 (stereo unspecified)
    0%	1%	4%	-11%	10%	-7%	4%	-4%	10%	7%
CCC12CN3CC(CC)(CN(C1)C3c1ccc([N+](=O)[O-])o1)C2=O (stereo unspecified)
    -2%	0%	0%	u	7%	0%	2%	8%	-1%	2%
CCOC(=O)N1CCN(C(=O)CSC2=NS(=O)(=O)c3cc(F)ccc3N2)CC1
    3%	-1%	1%	x	3%	0%	-1%	x	x	1%
CC1CCCC(N2CCN(C(=O)c3ccccc3F)CC2)C1 (stereo unspecified)
    -3%	3%	0%	-14%	-5%	-5%	1%	-5%	15%	15%
C/C=C/c1ccc(OCC(=O)Nc2cc(S(=O)(=O)N3CCOCC3)ccc2N2CCCC2)c(OC)c1
    1%	-1%	-1%	x	-30%	-4%	0%	x	x	0%
O=S(=O)(CCN1C=CC(C(F)(F)F)=NCC1)c1ccc(Cl)cc1Cl
    1%	-2%	-11%	x	2%	8%	0%	5%	28%	1%
CC1=NN(c2nc(-c3ccccc3)cs2)C(=O)C1N=Nc1ccccc1 (stereo unspecified)
    -1%	-2%	-3%	3%	-19%	6%	u	-2%	7.1µM*	-5%
CCCn1c(=O)c(C#N)cn(C2CC2)c1=O
    0%	0%	3%	-11%	-11%	-6%	0%	1%	16%	-3%
CC1=CC2=NC(=O)/C(=C\c3ccc(-c4cccc(Cl)c4)o3)C(=N)N2O1
    7%	-19%	-2%	x	-54%	-7%	2%	-19%	u	1%
Cn1c(SCC(=O)O)nnc1C1CCCCC1
    1%	-2%	4%	1%	-2%	-7%	0%	2%	-36%	u
COc1ccc(C(=O)OC(C)CN2CCN(C)CC2)cc1OC (stereo unspecified)
    2%	1%	0%	4%	8%	5%	1%	-2%	-14%	2%
CCOc1ccccc1CNc1nnnn1C
    0%	2%	1%	3%	-6%	-2%	6%	-2%	-11%	x
N#Cc1cccc(NC(=O)CCc2ccc(S(=O)(=O)N3CCOCC3)cc2)c1
    -4%	x	0%	x	-13%	x	x	x	x	9%
CC(C)C(=O)Nc1cccc(C(=O)Nc2ccc(S(=O)(=O)Nc3nccs3)cc2)c1
    4%	0%	2%	-2%	-1%	-3%	-3%	2%	-4%	3%
Cc1cccc(NC(=O)CCCN2C(=S)NC(C)(C)CC2C)c1C (stereo unspecified)
    2%	-4%	1%	-6%	-9%	-1%	2%	-24%	11µM*	-4%
O=C(O)C1=CCCNC1
    x	3%[46.1 µM]	-3%	x	9%	-2%[46.1 µM]	x	-4%&-27%	3%&-18%	x
CC1CCCCC1NC(=O)COC(=O)Cc1ccc(Br)cc1 (stereo unspecified)
    3%	-3%	3%	2%	81%	-4%	2%	-8%	9%	-1%
Cc1ccc(C(=O)NCc2ccc3c(c2)OCO3)cc1S(=O)(=O)N1CCCCC1
    -7%	0%	7%	-9%	-27%	-3%	7%	-2%	27%	-5%
COc1ccc(OC)c(C(=O)c2coc3ccc(O)c(CN4CCOCC4)c23)c1
    0%	0%	x	0%	4%	-5%	u	11%	18%	-11%

# Random draw from the library; any-hit rate near 13%.
